Screening results (PubChem BioAssay)
PMI act: activators of human phosphomannose isomerase; P34949; purified human PMI, coupled resazurin fluorescence, 20 min; active compounds read high; 1 = vehicle control, 0 substrate-free wells; activation factor at 20 µM; 190,000 compounds, 0.005% hits; AID 1214;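 active = activation factor of 2 or more at 20 µM, relative to plate controls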
Target sequence (P34949 whole entry, looked up): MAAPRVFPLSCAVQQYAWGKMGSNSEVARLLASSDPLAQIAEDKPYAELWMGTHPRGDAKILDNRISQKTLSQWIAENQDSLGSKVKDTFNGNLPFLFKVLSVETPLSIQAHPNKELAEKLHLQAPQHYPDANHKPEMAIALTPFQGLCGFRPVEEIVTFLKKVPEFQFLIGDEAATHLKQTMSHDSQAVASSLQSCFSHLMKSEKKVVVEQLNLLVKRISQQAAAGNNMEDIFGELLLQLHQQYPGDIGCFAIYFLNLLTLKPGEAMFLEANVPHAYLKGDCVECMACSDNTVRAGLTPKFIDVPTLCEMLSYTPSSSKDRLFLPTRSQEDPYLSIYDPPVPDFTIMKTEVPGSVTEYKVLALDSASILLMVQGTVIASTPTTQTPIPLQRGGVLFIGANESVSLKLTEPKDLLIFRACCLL
TNAP act hiacc: TNAP (human) activation, high acceptor | P05186 | purified TNAP, CDP-star luminescence, 1 M DEA, 30 min; active compounds read high; 0 = EDTA background, 1 = DMSO-only activity | activation factor at 20 µM | 200,000 tested, under 10 active | AID 1136;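 active = activation factor at least 2 at 20 µM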
Target sequence (P05186 whole entry, looked up): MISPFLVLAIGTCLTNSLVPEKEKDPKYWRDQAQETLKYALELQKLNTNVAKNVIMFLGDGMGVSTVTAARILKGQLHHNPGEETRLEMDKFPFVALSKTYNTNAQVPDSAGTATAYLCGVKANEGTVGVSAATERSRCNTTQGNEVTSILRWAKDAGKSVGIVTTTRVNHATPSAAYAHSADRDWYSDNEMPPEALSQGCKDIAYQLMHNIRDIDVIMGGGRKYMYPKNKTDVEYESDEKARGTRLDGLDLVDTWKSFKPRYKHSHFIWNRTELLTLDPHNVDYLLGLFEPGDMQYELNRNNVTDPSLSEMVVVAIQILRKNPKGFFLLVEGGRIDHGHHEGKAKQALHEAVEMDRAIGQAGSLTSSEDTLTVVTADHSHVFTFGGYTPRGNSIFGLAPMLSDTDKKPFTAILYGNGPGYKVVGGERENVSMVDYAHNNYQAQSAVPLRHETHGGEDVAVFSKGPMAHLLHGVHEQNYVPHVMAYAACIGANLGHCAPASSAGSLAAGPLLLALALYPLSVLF
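Dosing: 20 µM single point. System: human TNAP. Amount: TNAP 1/800 final. Incubation: 30 min, room temperature. Read-out: TNAP activation factor scaled between EDTA and DMSO control wells. Signal: luminescence from CDP-star hydrolysis. Medium: 1 M DEA, pH 9.8, Mg2+, Zn2+. Control set: EDTA negative control, DMSO positive control.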
PMI act satM6P: PMI (human) activation, high substrate; activation factor at 20 µM; 190,000 compounds, 0.34% hits; P34949; coupled PMI enzyme assay, resazurin fluorescence, 20 min; active compounds read high; 1 = untreated enzyme, 0 = substrate-free blank;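 active = activation factor of 2 or more at 20 µM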
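Test system: human phosphomannose isomerase with PGI, G6PDH, diaphorase coupling enzymes; Amount: PMI at 15 ng/mL final; Reagent: Mannose-6-phosphate 1.0 mM (near-saturating) plus 0.22 mM NADP+; Timing: 20 min, room temperature; Technique: resorufin fluorescence at Ex 544/Em 590 nm; Dosing: 20 µM single dose.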
FLuc stim CS: affects firefly luciferase, flagging false hits in luciferase stimulation screens; P08659; activation factor at 10 µM; AID 1027; 200,000 tested, under 10 active; ATPlite luciferase biochemical, luminescence, 10 min; 0 = ATP-free wells, 1 = DMSO control;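 active = luciferase activation factor, scaled between plate controls, of at least 2 with compound at 10 µM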
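Material: Luciferase/luciferin reagent mix | Doses: Test compounds dosed from 2 mM stocks in 100% DMSO | Timing: 10 min incubation after luciferase reagent addition, room temperature | Measured by: Luminescence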
Diaph act CS: counter-screen for diaphorase-based assays: diaphorase activators and chemical reducers; AID 1229; Diaphorase/resazurin coupled assay, resorufin fluorescence, 16 min; active compounds read high; 1 = vehicle wells, 0 = NADH-free wells; activation factor at 20 µM; 190,000 compounds, 0.005% hits;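 active = diaphorase activity raised at least twofold by the compound at 20 µM; inactive = activation factor below 2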
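Material: purified diaphorase enzyme from Clostridium kluyveri / Medium: HEPES pH 7.4 buffer with MgCl2 and Tween 20 / Schedule: enzyme reaction of 16 min at room temperature / Measured by: resorufin fluorescence, excitation 544 nm, emission 590 nm / Evaluation: rise in resorufin formation, marking diaphorase activation or chemical reduction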
Diaphorase inh: inhibits diaphorase or chemically oxidizes, flagging diaphorase assay artifacts; diaphorase resazurin-to-resorufin fluorescence, NADH, 16 min; bacterial (C. kluyveri) enzyme, not human; 190,000 compounds, 0.69% hits; inhibition, % at 20 µM;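 active = primary screen inhibition at 20 µM above a set limit, cut at about 50% in these data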;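 also: plate controls were DMSO with full reaction for no effect and wells lacking NADH for full effect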
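material = Clostridium kluyveri diaphorase enzyme | amount = 0.14 U/mL diaphorase, enzyme working solution | schedule = incubation 16 min, room temperature | detection = fluorescence of resorufin formed from resazurin, Ex 544/Em 590 nm | benchmarks = positive control minus NADH, DMSO neutral control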
Efa HMGR inh: E. faecalis class II HMG-CoA reductase inhibition; purified E. faecalis HMGR, NADPH absorbance 340 nm kinetic; inhibition, % at 10 µM; 190,000 compounds, 0.41% hits; AID 1066;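 active = inhibition above a set limit, the median over all tested compounds plus 3 SD, cut at about 9.5% in these data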;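 also: enzyme runs in reverse so mevalonate oxidation gives rising NADPH absorbance; 0% = complete reaction with DMSO and 100% = background rate lacking mevalonate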
G6PDH counter: counter-screen for G6PDH assay hits: L. mesenteroides G6PDH inhibition; AID 1020; Purified L. mesenteroides G6PDH, diaphorase/resazurin coupled fluorescence, 45 min; inhibition, % at 5 µM; 200,000 compounds, 0.12% hits; in the data active = inhibition above about 50%
TNAP inh hi DEA: TNAP (human) inhibition, high acceptor; 200,000 compounds, 0.03% hits; inhibition, % at 20 µM; P05186; purified TNAP, CDP-star luminescence, 1 M DEA;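 active = over 50% inhibition of tissue-nonspecific alkaline phosphatase at 20 µM in the single-dose screen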;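 also: plate controls were DMSO wells for no effect and EDTA-quenched wells as full inhibition for full effect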
TNAP inh no acc: inhibitors of human TNAP without phosphate acceptor. P05186. purified TNAP, CDP-star luminescence, 30 min. inhibition, % at 20 µM. 200,000 compounds, 0.26% hits. AID 1012;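 active = tissue-nonspecific alkaline phosphatase inhibition above about 50% at 20 µM in the single-dose screen, limit read from the data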;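 also: 0% = DMSO negative control and 100% = EDTA positive control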
* hit, by the source's call; · = not tested or not shown.

SMILES	PMI act	TNAP act hiacc	PMI act satM6P	FLuc stim CS	Diaph act CS	Diaphorase inh	Efa HMGR inh	G6PDH counter	TNAP inh hi DEA	TNAP inh no acc
COc1cc2c3nnc(-c4ccccc4)c-3cn(Cc3ccc(F)cc3)c2cc1OC	1	1.1	1	1.1	1.3	-28	-4	-5	-6	-17
Cc1ccc(-c2nc(CN(Cc3cnn(C)c3)C(C)C)c(C)o2)o1	1	1	1	1	1.1	-11	1	2	2	1
Cc1csc(NC(=O)c2cccs2)n1	1	1	1.1	0.9	1.1	-13	1	5	-5	0
CC(=O)Nc1ccc(S(=O)(=O)Oc2ccc(C=O)cc2)cc1	1.2	1	1.2	1.1	0.9	12	0	-6	-1	-7
COC(=O)c1ccc([C@@H]2C[C@H]3CN(Cc4cccnc4)C(=O)[C@]34CCCN24)cc1	0.9	1.1	0.9	1	0.9	14	-2	17	-6	-8
Cc1ccc(NC(=O)N2CCSc3ccccc32)cc1	0.9	1.1	0.9	1	0.8	19	-5	9	-6	-18
COC(=O)C1=C(C)N(C)C(=O)/C1=C\c1cccs1	1.1	0.9	1	1.1	1	-4	-7	9	6	9
CCOc1ccc(NC(=O)CN2CCN(CC(=O)Nc3cccc(F)c3)CC2)cc1	0.9	1	0.9	1	0.8	15	-6	-5	2	-4
COc1ccc(N2CCN(C(=O)CSc3nnc(Cn4nnc5ccccc54)n3C)CC2)cc1	0.8	1	0.9	1	0.9	13	2	-4	-2	-10
COc1ccc([N+](=O)[O-])cc1C1NN=C(c2cccc3ccccc23)S1 (stereo unspecified)	1.1	1.1	1.3	1.1	0.8	19	-11	-2	-5	-11
CC(C)=CC(=O)OCC(=O)Nc1ccc(SC(F)F)cc1	0.9	1.1	0.9	1	0.9	8	-2	3	-5	-7
CSc1ccc(NC(=O)c2cccnc2)cc1C#N	0.9	1.1	0.9	1	0.9	10	-1	-2	-6	-11
Cc1onc(-c2ccccc2Cl)c1C(=O)NCc1ccccn1	0.9	1	0.9	1.1	0.8	17	-2	8	-1	-11
CCOc1cc(/C=N/O)ccc1OCc1ccccc1F	1	1	1	1.1	0.9	12	-6	8	0	-14
CCOC(=O)C1Cc2c([nH]c3ccccc23)CN1 (stereo unspecified)	1.1	1	1.1	1.1	0.9	12	0	2	-4	-1
COc1cccc(N2CCN(Cc3nc4scc(-c5ccccc5)c4c(=O)[nH]3)CC2)c1	0.8	1	0.8	1.1	0.8	22	-1	-3	-2	-38
COC(=O)c1ccc2c(=O)n(CC3CCCO3)c(SCC(=O)NCCc3ccc(S(N)(=O)=O)cc3)nc2c1 (stereo unspecified)	1	1	1	1.1	0.8	24	-3	7	-5	-11
O=CN1CCN(C(=O)COc2ccc(Cl)cc2Br)CC1	1	1	0.9	1	0.8	18	-8	-2	1	-11
C/C(=N/NC(=O)Nc1ccccc1)c1ccc(C)cc1	1	1.1	1.1	1	0.9	9	4	-5	-6	-9
Cc1[nH]n(-c2ccccc2)c(=O)c1N=Nc1ccc2c(c1)OCCO2	0.9	0.8	0.8	0.8	0.9	14	-1	-5	18	-13
CCOc1cccc(NC(=O)C2CCCN(S(=O)(=O)c3ccc(OC)cc3)C2)c1 (stereo unspecified)	0.9	1	0.9	1	0.8	16	-8	-5	-2	-4
CCC(C)c1ccc(Nc2ncccc2C#N)cc1 (stereo unspecified)	0.8	1	0.9	0.9	0.7	26	-2	8	-2	-8
CCO[C@@H]1OC(C(=O)Nc2ccccc2)=C[C@H](c2ccccc2)[C@H]1CCCO	0.9	1.1	1	1	0.8	18	-6	7	-8	-10
Cc1cc(C)nc(N2CCCC(CCC(=O)NCc3ccc(F)c(F)c3)C2)n1 (stereo unspecified)	0.8	1	1	1	0.9	6	5	14	-2	1
CCOC(=O)C[n+]1c(C)sc2ccc(OC)cc21	1	1	0.9	1.1	0.8	16	-8	4	-3	1
CCOC(=O)Cc1nnc(NC(=O)CSc2nnc3c(n2)[nH]c2ccccc23)s1	1.1	1	1	1.1	0.9	12	1	2	-1	-13
Cc1ccc(NC(=O)[C@@H]2CCCN2S(=O)(=O)c2ccccc2C(F)(F)F)cc1S(=O)(=O)N1CCOCC1	1	1	1	1	0.9	8	-2	2	4	-8
c1ccc(CN2CCN(c3nc4ccccc4n4cnnc34)CC2)cc1	1	1.1	0.9	1.1	0.8	16	-10	2	-9	-14
Cc1c(C(=O)N2CCOCC2)sc2nc(-c3ccccc3)cn12	1	1	1	0.8	0.9	10	-6	5	-2	-15
CSc1nncc(-c2ccc(F)cc2)n1	1.1	1	1.1	0.9	1	4	1	7	0	-3
CN(C)c1cc[n+](/C(C(=S)Nc2ccc(SC(F)F)cc2)=C(/[O-])c2ccccc2)cc1	0.9	1	1	1	1	5	6	6	0	-9
COc1ccccc1NC(=O)C1=C(C)NC(=O)NC1c1ccc(C)cc1 (stereo unspecified)	0.9	1.1	0.8	1.1	0.8	23	0	-9	-6	-13
O=C1N=C2SCCN2/C1=C\c1ccc(Cl)cc1	1	1.1	1	1.1	0.9	9	-6	17	-8	-3
CC1CC(C)CN(CCCNC(=O)c2cc3c(=O)[nH]c4ccccc4c3n2C)C1 (stereo unspecified)	1	1	1	1	0.8	22	-6	3	-2	-11
Cc1nn(-c2ccccc2)c2sc(C(=O)OCN3C(=O)c4ccccc4C3=O)cc12	0.9	1	0.8	1	0.8	19	·	3	-1	-8
N#C/C(=C\c1ccccc1C(F)(F)F)C(=O)Nc1ccccc1	0.9	1	1	1.1	0.9	8	1	4	4	-20
Cc1oc2ccc(OC(=O)c3cccs3)cc2c1C(=O)OC(C)C	1	1	1	1	0.9	9	6	-7	1	-4
Cn1c(SCc2c(Cl)cccc2Cl)nnc1-c1cccs1	1	1.1	1	0.9	0.9	11	1	-6	-8	-22
COC(=O)C1CCN(C(=O)NC2CCCCC2)CC1	1	1	1	1	1	4	1	2	-4	-12
CCOn1c(=O)c(-c2cccc3ccccc23)[n+]([O-])c2ccccc21	1	1	0.9	1.1	0.9	14	-5	11	-3	-4

Results in FLuc stim CS, Efa HMGR inh and TNAP inh hi DEA (two entries from above):
smiles	FLuc stim CS	Efa HMGR inh	TNAP inh hi DEA
O=CN1CCN(C(=O)COc2ccc(Cl)cc2Br)CC1	1	-8	1
C/C(=N/NC(=O)Nc1ccccc1)c1ccc(C)cc1	1	4	-6

Next part
SMILES	PMI act	TNAP act hiacc	PMI act satM6P	FLuc stim CS	Diaph act CS	Diaphorase inh	Efa HMGR inh	G6PDH counter	TNAP inh hi DEA	TNAP inh no acc
Cc1ccc(S(=O)(=O)CCC(=O)N2CCc3ccccc32)cc1	1	1.1	1	1	0.9	12	-1	-1	-7	-7
COc1ccc(NS(=O)(=O)c2cc(-c3nnnn3C)ccc2OC)cc1	1.1	1	1	1	1	4	-5	2	-1	4
C=CCN=C1NN=C(c2cc(C)n(CCOC)c2C)CS1	1	1	0.9	0.1	0.8	20	1	-28	0	11
CC(=O)c1cccc(NC(=O)COc2cc3oc(=O)c(CC(C)O)c(C)c3cc2Cl)c1 (stereo unspecified)	1.1	1.1	1.1	1.1	1.1	-6	-5	-13	-6	8
CCOc1ncccc1C(=O)Nc1cccc(-c2nnc3n2CCCCC3)c1	1.1	1	1.1	1.1	0.9	9	-2	1	-3	-8
CCOC(=O)C1(Cc2ccccc2Cl)CCN(S(C)(=O)=O)CC1	0.8	1.1	0.9	1.1	0.7	29	-2	14	-7	-13
O=C(CCCOc1ccc(Cl)cc1Cl)n1nnc2ccccc21	1	1	1	1	0.9	15	-2	3	-4	-8
COc1cc(/C=C/C(=O)c2ccc(F)cc2)cc(OC)c1OC	0.9	1	1	1	1.1	-6	0	11	-4	-8
COc1cccc(-c2csc(N3CCN(C(=O)Nc4ccc(F)cc4)CC3)n2)c1	0.9	1	0.9	1.1	0.8	20	4	5	-1	-22
CCC(=O)Nc1nc(C)c(C(=O)NC2CCCCC2)s1	1	1	0.9	1.1	0.9	12	-5	0	-3	-12
CN(C(=S)NC(=O)Cc1ccccc1)c1ccccc1	1.2	1	1.3	1.1	0.9	8	-2	11	-4	-9
CCC(=O)n1nc(-c2ccccc2)nc1SCC(=O)Nc1ccc(C)cc1	1	1	1.1	1	1	0	-6	7	-3	40
COc1ccc(-c2nnn(CC(=O)N(Cc3ccccc3Cl)C(C(=O)NCC3CCCO3)c3ccco3)n2)cc1OC (stereo unspecified)	0.8	1	0.8	1	0.8	23	1	-1	-1	-17
CCCn1cc(SCC(=O)NCc2ccc3c(c2)OCO3)c2ccccc21	0.9	1	0.9	1.1	0.9	12	-7	7	-4	-7
Cc1cc(OCC(=O)NCc2nc(-c3ccccc3)no2)c(C)cc1Br	1	1	1	1	0.9	6	-6	3	-1	-11
O=C(/C=C/c1ccco1)NCc1ccc2c(c1)OCO2	0.8	1	0.8	1	0.8	22	1	12	-4	2
O=C(c1ccc2c(=O)n(Cc3ccco3)c(=S)[nH]c2c1)N1CCN(Cc2ccccc2)CC1	0.9	1	0.9	1	0.8	21	-2	2	1	-3
Cc1cccc(C)c1NC(=O)c1sc(Cl)nc1C	1	1	1	1.1	1	3	0	6	2	-3
COc1ccc2c(C)cc(SCC(=O)Nc3cccnc3Cl)nc2c1	1	1	1	1.1	1.1	-7	-1	-2	-3	-22

Structures shown so far that contain two or more sulfur atoms, in the order listed:
SMILES	PMI act	TNAP act hiacc	PMI act satM6P	FLuc stim CS	Diaph act CS	Diaphorase inh	Efa HMGR inh	G6PDH counter	TNAP inh hi DEA	TNAP inh no acc
Cc1csc(NC(=O)c2cccs2)n1	1	1	1.1	0.9	1.1	-13	1	5	-5	0
COC(=O)c1ccc2c(=O)n(CC3CCCO3)c(SCC(=O)NCCc3ccc(S(N)(=O)=O)cc3)nc2c1 (stereo unspecified)	1	1	1	1.1	0.8	24	-3	7	-5	-11
CCOC(=O)Cc1nnc(NC(=O)CSc2nnc3c(n2)[nH]c2ccccc23)s1	1.1	1	1	1.1	0.9	12	1	2	-1	-13
Cc1ccc(NC(=O)[C@@H]2CCCN2S(=O)(=O)c2ccccc2C(F)(F)F)cc1S(=O)(=O)N1CCOCC1	1	1	1	1	0.9	8	-2	2	4	-8
CN(C)c1cc[n+](/C(C(=S)Nc2ccc(SC(F)F)cc2)=C(/[O-])c2ccccc2)cc1	0.9	1	1	1	1	5	6	6	0	-9
Cn1c(SCc2c(Cl)cccc2Cl)nnc1-c1cccs1	1	1.1	1	0.9	0.9	11	1	-6	-8	-22
